High-throughput results from PubChem BioAssay.
Glyco luc inh: N-linked glycosylation inhibition. D54 ERlucT glycosylation luciferase reporter, 24 h; percent of 100 nM tunicamycin response. 0.23% of 360,000 active. reporter increase, % at 12.5 µM;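 active = mean luciferase reporter signal, scaled so untreated is 0 and the glycosylation-blocking control 100, at or above a set limit in every replicate; inconclusive = mean reaches the limit but not every replicate does; inactive = mean below the limit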;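 note: luciferase carries N-glycosylation sites so blocking glycosylation raises the light; 0% = median of neutral control wells and 100% = median of 100 nM tunicamycin wells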
Exocytosis inh: lytic granule exocytosis inhibition. TALL-104 LAMP-1 surface exposure, flow cytometry; cells stimulated with thapsigargin and PMA. inhibition, % at 10 µM. 0.66% of 360,000 active. AID 651702;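 active = inhibition above about 55%, limit read from the data; inconclusive = no clear call, values can overlap the other calls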
aDG glyco act: alpha-DG glycosylation activation. 0.22% of 360,000 active. activation, % at 10 µM. Pro5-aDG cells, alpha-DG glycosylation AlphaScreen (IIH6); 0% Pro5, 100% B10-LARGE cell signal;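 active = activation of at least 8% versus controls, or a plate z-score of at least 8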;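 note: Pro5 are CHO cells carrying HIG-tagged alpha-DG that lacks glycosylation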
Vif imaging: HIV Vif inhibition; HEK293T cells, Vif self-association by quenched fluorescence, imaging, 24 h; inhibition, % at 7.49 µM; 0.35% of 340,000 active; in the data active = inhibition above about 50%, passing the limit was not always enough; inconclusive = no clear call, values can overlap the other calls; inactive = below about 31%; note: some results filed as inactive read as strong as hits
MC4R antag cAMP: blocks human MC4R cAMP signaling; P32245; MC4R-expressing cells, MTII-stimulated cAMP, LANCE TR-FRET; inhibition, % at 6.5 µM; 0.48% of 360,000 active; AID 540295;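 active = inhibition above its plate's cutoff, the mean of tested wells on that plate plus 3 SD, cut at about 29% in these data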;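 note: 0% = Melanotan II alone and 100% = Melanotan II plus saturating MCL0020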
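Assay system: U2OS-MC4R stable cell line; Also added: Melanotan II; Technique: Eu-cAMP/anti-cAMP TR-FRET, emission 671 nm; Times: 30-min compound, 1-h challenge, 1-h detection, room temperature.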
TLR9-MyD88 block: TLR9-MyD88 interaction inhibition. Q9NR96+Q99836. CHO BLA complementation TLR9-MyD88, CCF4 FRET ratio. inhibition, % at 4.98 µM. 0.21% of 340,000 active. AID 504734;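 active = inhibition above the mean over all tested compounds plus 3 SD, cut at about 21% in these data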;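 note: 0% = DMSO only wells and 100% = clavulanate BLA inhibitor control wells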
Target sequence (Q99836 whole entry, looked up): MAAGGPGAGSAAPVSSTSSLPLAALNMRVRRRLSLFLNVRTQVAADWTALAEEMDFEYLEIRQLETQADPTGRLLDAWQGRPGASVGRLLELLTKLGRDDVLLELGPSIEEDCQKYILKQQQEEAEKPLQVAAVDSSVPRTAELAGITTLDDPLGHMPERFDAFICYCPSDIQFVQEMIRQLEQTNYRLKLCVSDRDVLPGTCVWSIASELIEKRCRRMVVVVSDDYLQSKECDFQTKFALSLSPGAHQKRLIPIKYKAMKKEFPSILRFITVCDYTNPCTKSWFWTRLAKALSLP
Target sequence (Q9NR96 whole entry, looked up): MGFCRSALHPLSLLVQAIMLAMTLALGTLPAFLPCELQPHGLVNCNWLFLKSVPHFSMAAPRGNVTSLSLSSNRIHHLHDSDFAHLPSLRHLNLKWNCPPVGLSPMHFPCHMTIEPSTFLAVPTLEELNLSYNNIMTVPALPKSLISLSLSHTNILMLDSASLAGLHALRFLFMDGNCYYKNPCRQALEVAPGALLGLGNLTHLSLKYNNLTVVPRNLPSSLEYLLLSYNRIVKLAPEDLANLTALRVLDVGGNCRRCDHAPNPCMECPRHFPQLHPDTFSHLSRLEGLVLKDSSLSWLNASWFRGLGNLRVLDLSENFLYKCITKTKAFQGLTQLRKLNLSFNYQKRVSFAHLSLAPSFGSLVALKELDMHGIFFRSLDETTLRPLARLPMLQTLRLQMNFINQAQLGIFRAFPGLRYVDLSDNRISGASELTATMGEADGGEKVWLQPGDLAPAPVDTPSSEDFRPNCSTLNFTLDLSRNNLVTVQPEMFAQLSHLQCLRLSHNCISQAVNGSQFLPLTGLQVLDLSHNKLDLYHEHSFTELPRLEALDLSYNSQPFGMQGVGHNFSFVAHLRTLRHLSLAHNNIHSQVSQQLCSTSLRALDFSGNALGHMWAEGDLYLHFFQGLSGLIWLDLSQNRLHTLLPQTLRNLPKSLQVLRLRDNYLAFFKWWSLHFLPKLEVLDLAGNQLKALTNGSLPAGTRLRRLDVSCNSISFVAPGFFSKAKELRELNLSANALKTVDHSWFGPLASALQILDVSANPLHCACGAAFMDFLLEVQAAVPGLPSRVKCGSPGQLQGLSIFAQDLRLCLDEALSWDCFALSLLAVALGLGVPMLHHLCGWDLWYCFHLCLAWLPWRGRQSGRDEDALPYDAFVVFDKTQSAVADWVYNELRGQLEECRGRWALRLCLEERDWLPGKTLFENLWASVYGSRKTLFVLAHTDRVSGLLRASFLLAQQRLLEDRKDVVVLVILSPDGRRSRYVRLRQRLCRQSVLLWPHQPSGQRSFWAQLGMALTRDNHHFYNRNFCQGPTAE
MC4R barr agon: activates human MC4R beta-arrestin recruitment; P32245; U2OS MC4R beta-arrestin complementation, luminescence; percent of melanotan II response, DMSO zero; 0.98% of 360,000 active; activation, % at 8.9 µM;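 active = activation above a per-plate cutoff, the mean activation of sample wells on that plate plus 3 SD, cut at about 8% in these data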
NOD2-RIPK2 inh: inhibitors of human NOD2-RIPK2 interaction | AID 624267 | inhibition, % at 4.98 µM | CHO BLA complementation NOD2-RIPK2, CCF4 ratio | O43353 | 0.38% of 360,000 active; in the data active = inhibition above about 21%;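 note: 0% = vehicle only and 100% = reference blocker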
ABHD5-PLIN5 inh: ABHD5-PLIN5 protein interaction inhibition | AID 602281 | 0.78% of 360,000 active | inhibition, % at 4 µM | Q00G26+Q8WTS1 | Split G. princeps luciferase complementation, luminescence, 4 h;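 active = inhibition above the mean inhibition across every tested compound plus 3 SD, cut at about 22% in these data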;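 note: 0% = DMSO only wells and the 100% control is not disclosed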
ABCB6 inh MLPCN: human ABCB6 transporter inhibition | Q9NP58 | K562-ABCB6 porphyrin accumulation, flow cytometry, 1 h; hits give low values | fluorescence ratio to DMSO, % at 10 µM | 0.19% of 360,000 active;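 active = fluorescence ratio to DMSO below 75%, the collection mean minus 3 SD; inconclusive = too few cells collected in the well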;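 note: signal is porphyrin accumulated inside mitochondria; 100% equals median channel fluorescence of DMSO control wells; lower ratio means ABCB6 inhibition with less porphyrin fluorescence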
Numbers without * were called inactive; u = inconclusive; x = not tested or not shown. This is a subset. The share of hits here may be higher or lower than overall.

Each structure is followed by: Glyco luc inh	Exocytosis inh	aDG glyco act	Vif imaging	MC4R antag cAMP	TLR9-MyD88 block	MC4R barr agon	NOD2-RIPK2 inh	ABHD5-PLIN5 inh	ABCB6 inh MLPCN
- Cc1noc(C)c1C(=O)Nc1sccc1C(N)=O
  0.6	3.9	0.7	x	0.1	-3.2	0.4	-4.5	1.6	100.0
- Cc1ccc(NC(=O)CCn2cccc2)cc1F
  2.2	-1.6	-0.1	2.8	-3.5	0.6	-2.8	4.8	-2.4	98.0
- COc1ccccc1CN1CCNC(=O)C1CC(=O)N(C)Cc1ccon1 (stereo unspecified)
  -0.4	-2.1	0.1	-1.5	1.8	7.7	0.3	2.8	1.1	102.0
- CC(C)(C)NS(=O)(=O)c1cc(C(=O)Nc2sccc2C#N)ccc1Cl
  -0.4	1.9	3.4	-6.4	20.2	4.5	-2.6	-10.0	-2.8	95.0
- Cc1cc(C(=O)NC(Cc2ccccc2)C(=O)O)c(C)o1 (stereo unspecified)
  3.0	-3.5	-0.1	10.3	3.2	7.5	3.2	-1.7	21.5	99.0
- Nc1nc(-c2ccco2)nn1C(=O)CCc1ccccc1
  1.4	0.5	-0.2	4.8	0.7	-3.7	-1.5	-3.6	2.3	99.0
- Cc1sc(NC(=O)c2ccco2)c(CN2CCCCC2)c1C
  -0.3	-0.8	-0.1	-1.5	5.8	-4.1	1.4	-2.5	2.6	97.0
- COc1ccc(NC(=O)c2cccs2)c([N+](=O)[O-])c1
  -0.5	-1.3	0.0	x	-1.3	-7.8	-1.3	-16.5	3.3	108.0
- CCc1ccccc1NC(=O)CN1C(=O)C2CCCN2c2ncc(Cl)cc21 (stereo unspecified)
  0.6	-0.1	0.4	-6.6	0.3	-12.3	1.2	0.5	-4.5	129.0
- CCOC(=O)N1CCN(C(=O)CSc2ccccc2)CC1
  2.9	4.0	-0.1	-3.3	4.4	-11.6	-2.0	-0.2	-1.5	101.0
- O=C(c1cn(-c2ccccc2)nc1-c1ccccc1)N1CCOCC1
  3.7	4.4	-0.1	13.4	-0.9	-1.1	-0.7	-0.3	-5.9	100.0
- O=C(NNS(=O)(=O)c1ccccc1F)c1cc(-c2ccccc2)n[nH]1
  -0.8	4.1	0.2	1.1	-5.9	7.3	0.2	-0.6	5.8	104.0
- CC1N(C)c2cccc3cccc(c23)N1C
  2.6	-0.2	0.6	-5.8	-4.2	7.5	-0.2	1.5	0.8	138.0
- CC(=O)c1ccc(NC(=O)c2noc3c2CCC3)cc1
  -18.6	-9.3	0.0	6.2	-0.1	2.9	-3.4	3.5	-0.9	97.0
- CCN(CC)C(=O)C1=C(C)N(CCC2=CCCCC2)C(=O)C(CC(=O)NC(c2ccccc2)c2ccccc2)C1 (stereo unspecified)
  -2.3	7.5	0.0	-2.7	7.0	-17.2	3.2	5.8	-4.3	95.0
- COC(=O)c1ccc(CSc2nc3ccccc3c(=O)n2N)cc1
  -0.2	0.5	0.0	x	-1.1	-7.3	0.3	6.4	2.0	99.0
- COC(CNC(=O)c1ccc(Cn2c(=S)[nH]c3cc4c(cc3c2=O)OCO4)cc1)OC
  -1.9	7.7	2.1	-5.3	3.6	-3.0	-4.0	-2.1	4.0	104.0
- COc1cccc(OCCOCCN(C)CCO)c1
  -0.4	-3.5	0.0	14.3	1.7	-7.5	-1.5	6.6	-1.2	162.0
- Cc1ccc(C(=O)NCCSc2c(C)[nH]c3ccccc23)cc1[N+](=O)[O-]
  -2.0	6.0	-0.5	-10.1	9.5	1.5	1.7	3.9	-23.2	100.0
- CCOc1cc(C(=O)N(C)Cc2cc3cc(OC)ccc3[nH]c2=O)cc(OCC)c1OCC
  0.2	-1.6	0.0	0.6	6.8	-6.0	1.0	1.7	5.7	95.0
- O=C(CSc1nc2nc(-c3cccs3)cc(C(F)(F)F)c2c(=O)[nH]1)Nc1c(F)c(F)c(F)c(F)c1F
  0.2	19.0	1.1	1.0	0.7	6.5	-1.6	0.0	-1.9	97.0
- CC1(C(=O)N2CCN(Cc3ccccc3Cl)CC2)CC1(Cl)Cl (stereo unspecified)
  1.7	1.8	0.0	2.7	1.2	2.0	-2.2	-4.0	-8.8	93.0
- Cc1cccc(NC(=O)COC(=O)CCc2c[nH]c3ccccc23)c1
  1.2	-1.0	-0.1	2.2	-3.5	-2.9	-3.0	-4.5	3.2	98.0
- Oc1ccc(Br)cc1-c1cc(-c2ccco2)[nH]n1
  3.4	2.0	-0.3	18.4	-5.5	12.0	1.7	1.0	-7.2	97.0
- COc1ccccc1NC(=O)c1ccc(N)cc1
  0.4	-2.8	0.1	6.2	3.6	0.7	-0.2	0.2	-2.8	99.0
- CC(=O)NC(CC(=O)OCC(=O)N1CCN(S(=O)(=O)c2ccc(Cl)cc2)CC1)c1ccccc1 (stereo unspecified)
  0.8	5.7	-0.2	2.1	-4.5	5.2	-1.0	-0.5	5.6	89.0
- Cc1cc(C)n(CCC(=O)Nc2ccc3c(c2)OCCO3)n1
  -1.2	1.1	-0.2	-0.1	3.3	3.6	-1.5	11.0	-2.7	100.0
- CC(C)(Oc1ccc(Cl)cc1)C(=O)NCC(c1cccs1)N1CCOCC1 (stereo unspecified)
  -1.2	-4.0	0.1	7.5	-8.3	-9.0	-1.4	0.9	2.5	99.0
- COc1ccc(-n2nnnc2C2(C)CCC(=O)N2Cc2ccccc2)cc1 (stereo unspecified)
  x	-4.0	0.0	x	x	x	x	1.7	7.0	x
- COc1cccc(C(=O)CN2CCN(S(=O)(=O)c3cccc([N+](=O)[O-])c3)CC2)c1
  0.8	-1.0	-0.2	2.1	2.7	8.7	-1.2	-13.6	0.3	103.0

Reformatted in CSV form: part of the list above.
SMILES,Glyco luc inh,Exocytosis inh,aDG glyco act,Vif imaging,MC4R antag cAMP,TLR9-MyD88 block,MC4R barr agon,NOD2-RIPK2 inh,ABHD5-PLIN5 inh,ABCB6 inh MLPCN
COc1ccccc1NC(=O)c1ccc(N)cc1,0.4,-2.8,0.1,6.2,3.6,0.7,-0.2,0.2,-2.8,99.0
CC(=O)NC(CC(=O)OCC(=O)N1CCN(S(=O)(=O)c2ccc(Cl)cc2)CC1)c1ccccc1 (stereo unspecified),0.8,5.7,-0.2,2.1,-4.5,5.2,-1.0,-0.5,5.6,89.0
Cc1cc(C)n(CCC(=O)Nc2ccc3c(c2)OCCO3)n1,-1.2,1.1,-0.2,-0.1,3.3,3.6,-1.5,11.0,-2.7,100.0
CC(C)(Oc1ccc(Cl)cc1)C(=O)NCC(c1cccs1)N1CCOCC1 (stereo unspecified),-1.2,-4.0,0.1,7.5,-8.3,-9.0,-1.4,0.9,2.5,99.0

(listing goes on)
Each structure is followed by: Glyco luc inh	Exocytosis inh	aDG glyco act	Vif imaging	MC4R antag cAMP	TLR9-MyD88 block	MC4R barr agon	NOD2-RIPK2 inh	ABHD5-PLIN5 inh	ABCB6 inh MLPCN
- O=C(/C=C/c1ccccc1)NC(=S)Nc1cccnc1
  -0.8	26.6	0.0	17.3	-1.4	2.9	-2.1	2.4	6.6	102.0
- O=C(/C=C/c1ccc(Cl)cc1Cl)NCc1ccncc1
  -1.0	-0.2	0.0	-4.1	17.1	-1.6	-0.5	0.8	-11.2	99.0
- N#CCC(=O)NNC(=S)NC(=O)C(c1ccccc1)c1ccccc1
  -0.3	1.0	-0.7	0.7	1.9	-0.9	1.8	-1.5	-7.4	99.0
- CCC1CCc2c(c3ccccc3[nH]c2=O)O1 (stereo unspecified)
  -1.9	-4.2	-0.2	-16.4	7.1	-4.6	0.0	2.7	4.8	110.0
- O=C(c1cccnc1)N(Cc1ccccc1)C(c1ccccc1)c1nc2ccccc2[nH]1 (stereo unspecified)
  -0.1	0.9	-0.3	x	x	x	x	-6.5	1.1	96.0
- CC(=O)N=C(N)Sc1nc2ccccc2[nH]1
  -1.0	-0.2	-0.2	-1.8	5.1	-2.6	-2.2	-11.9	5.3	105.0
- CC(C)NC(=O)CSc1nc(N)c(NC(=O)c2ccccc2F)c(=O)[nH]1
  -0.2	-1.8	-0.1	-7.9	-0.4	-8.5	-1.4	-10.2	0.8	111.0
- CN(C)c1ccc(S(=O)(=O)N2CCC(Cc3ccccc3)CC2)cn1
  -4.5	-2.3	0.5	-1.6	-5.7	3.7	-0.5	-5.1	16.9	96.0
- COCCNC(=O)COC(=O)/C=C/c1c(C)nn(Cc2ccc(Cl)cc2Cl)c1Cl
  1.1	6.5	0.0	-11.5	-6.0	0.3	1.2	0.1	1.3	98.0
- CCOC(=O)Cc1csc(NC(=O)c2ccc(Br)cc2)n1
  -0.2	-9.9	0.9	8.3	4.1	-0.2	-1.1	-4.0	-4.1	92.0
- O=C(C[n+]1cccc(Br)c1)c1ccccc1
  0.2	-1.6	0.0	x	4.8	3.6	-1.1	-4.6	0.8	94.0
- Cc1cccc(C)c1NC(=O)COC(=O)c1cc(-c2cccnc2)nc2ccccc12
  2.4	5.7	-0.3	2.5	3.2	-6.2	-1.0	5.7	1.2	99.0
- COc1cc2[nH]c3c(OC)ncnc3c2cc1OC
  7.2	-9.8	0.0	-9.6	12.8	-0.1	0.8	10.5	-4.8	100.0
- Cc1cc(C)c(C(=O)/C=C/c2cccc3ccccc23)c(=O)[nH]1
  -8.4	1.9	0.4	-1.0	-8.9	14.5	0.7	7.4	53.9*	95.0
- CC(=O)Nc1cccc(NC(=O)C2CC(=O)N(C3CCCCC3)C2)c1 (stereo unspecified)
  2.6	u	0.0	2.7	5.1	7.2	-1.3	-8.6	-4.5	94.0
- O=C(COc1ccc2c(C(F)(F)F)cc(=O)oc2c1)Nc1ccc2c(c1)OCCO2
  0.3	-2.5	-0.2	1.1	16.0	-4.7	-0.5	6.6	3.5	96.0
